ARFGAP1 inhibitor = inhibitors of rat ARFGAP1 GAP activity, primary screen, biochemical, fluorescence polarization, GDP tracer. ADP-ribosylation factor GTPase-activating protein 1 (Rattus norvegicus), Q62848. Arfgap1-stimulated ARF1 GTP hydrolysis, GDP FP detection. inhibition, % at 16.5 µM. 360,000 compounds, 0.26% hits. AID 651572, 2012;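 active means inhibition above a per-plate limit, mean inhibition of low control wells plus 3 SD, cut at about 25% in these data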;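 further: 0% = DMSO wells with enzyme and 100% = wells lacking Arfgap1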
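Assay system: Rat Arfgap1 GAP domain (His6, aa 1-136), purified enzyme | Buffer or medium: HEPES 25 mM pH 7.5, NaCl 150 mM, MgCl2, DTT | Schedule: GTP hydrolysis reaction 2 h at 25 °C | Signal: FP of antibody-bound GDP Alexa 633 tracer, ex 620/em 688 nm | Measure: Percent inhibition of Arfgap1-stimulated GTP hydrolysis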
ASAP1 GAP inh = inhibitors of human ASAP1 ArfGAP activity, primary screen, biochemical, fluorescence polarization; ASAP1-stimulated ARF1 GTP hydrolysis, GDP FP detection; inhibition, % at 16.5 µM; 360,000 compounds, 0.19% hits; in the data active means inhibition above about 25%;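 further: 0% = vehicle with enzyme and substrate and 100% = no enzyme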
PLCb3 inh = human PLC-beta3 inhibitors, primary screen, biochemical, fluorescence; 1-phosphatidylinositol 4,5-bisphosphate phosphodiesterase beta-3 (Homo sapiens), Q01970; Purified PLC-beta3, fluorogenic substrate; inhibition, % at 12.2 µM; 370,000 compounds, 0.18% hits; AID 720704, 2013; in the data active means inhibition above about 11%;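 further: 0% = median of compound wells on plate and 100% = full blocker control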
ADAM17 inh = ADAM17 inhibitors, primary screen, biochemical, QFRET. recombinant ADAM17, EDANS/DABCYL FRET peptide cleavage. 370,000 compounds, 0.83% hits. Disintegrin and metalloproteinase domain-containing protein 17 (Homo sapiens), P78536. inhibition, % at 6.95 µM;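 active means inhibition above the mean of compounds lying between control limits plus 3 SD, set per campaign, cut at about 8.5% in these data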;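 further: 0% = DMSO-only wells as the low control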
Target sequence (P78536 215-824 limits assumed): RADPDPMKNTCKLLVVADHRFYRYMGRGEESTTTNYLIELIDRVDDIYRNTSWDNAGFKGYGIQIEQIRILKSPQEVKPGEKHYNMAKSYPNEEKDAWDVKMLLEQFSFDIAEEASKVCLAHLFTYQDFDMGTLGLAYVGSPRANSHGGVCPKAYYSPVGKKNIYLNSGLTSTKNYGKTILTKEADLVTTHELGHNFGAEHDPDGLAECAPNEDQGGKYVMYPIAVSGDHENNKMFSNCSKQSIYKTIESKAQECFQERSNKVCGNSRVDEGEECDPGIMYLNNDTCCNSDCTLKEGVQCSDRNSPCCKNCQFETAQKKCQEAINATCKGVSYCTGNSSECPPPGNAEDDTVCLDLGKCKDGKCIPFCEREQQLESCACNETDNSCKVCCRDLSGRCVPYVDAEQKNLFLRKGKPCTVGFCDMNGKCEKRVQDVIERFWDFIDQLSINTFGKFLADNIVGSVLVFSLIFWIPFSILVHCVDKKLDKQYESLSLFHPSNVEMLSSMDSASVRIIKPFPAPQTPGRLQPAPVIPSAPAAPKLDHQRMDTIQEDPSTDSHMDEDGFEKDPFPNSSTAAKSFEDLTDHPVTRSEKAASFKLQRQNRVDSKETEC
KLK7 zymogen act = proKLK7 zymogen activators, primary screen, biochemical, fluorescence intensity | purified proKLK7, EDANS-DABCYL substrate fluorescence; 100% is mature enzyme control, 0% vehicle | activation, % at 7 µM | 370,000 compounds, 0.9% hits | AID 652039, 2013;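 active means activation above the mean of all tested compounds plus 3 SD, computed per campaign excluding outliers beyond control limits, cut at about 13% in these data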
MBD2 DNA inh = inhibitors of MBD2 binding to methylated DNA, primary screen, biochemical, TR-FRET, DNA-binding domain, human. Methyl-CpG-binding domain protein 2 (Homo sapiens), Q9UBB5. MBD2 binding to methylated oligonucleotide. inhibition, % at 4.4 µM. 370,000 compounds, 0.31% hits; in the data active means inhibition above about 13%
Target sequence (Q9UBB5 whole entry, looked up, the tested form may be a part): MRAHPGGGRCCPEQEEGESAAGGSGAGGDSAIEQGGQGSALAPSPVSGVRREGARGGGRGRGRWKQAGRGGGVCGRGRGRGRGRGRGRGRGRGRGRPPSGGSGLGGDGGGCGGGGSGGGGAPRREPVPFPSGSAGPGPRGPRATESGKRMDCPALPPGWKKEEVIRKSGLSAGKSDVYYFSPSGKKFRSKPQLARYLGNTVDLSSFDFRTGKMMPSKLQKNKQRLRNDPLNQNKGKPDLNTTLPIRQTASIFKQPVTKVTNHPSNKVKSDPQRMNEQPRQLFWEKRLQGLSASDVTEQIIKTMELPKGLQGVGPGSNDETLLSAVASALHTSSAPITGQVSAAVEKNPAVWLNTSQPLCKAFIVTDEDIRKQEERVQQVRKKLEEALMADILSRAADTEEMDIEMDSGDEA
Tn7 DDE FP = inhibitors of Tn7 peptide binding to fibrin DD(E), primary screen, biochemical, fluorescence polarization, human fibrin, Tn7 probe; inhibition, % at 8.3 µM; FP displacement of FITC-Tn7 peptide from fibrin DD(E); 0% = median of compound wells per plate; AID 720508, 2013; 370,000 compounds, 0.13% hits;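 active means inhibition above the mean of compounds falling within the control limits plus 3 SD of them, cut at about 14% in these data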;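 further: 0% = plate median of compound wells and 100% = 10 µM Aha-Tn7 peptide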
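Assay system: Fibrin-DD(E) protein isolated from polymerized human fibrin clots; read-out basis: percent inhibition; medium: Tris/NaCl/CaCl2 buffer, pH 7.8; signal: FP measurement; incubation: 10 min plus 3 h, room temperature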
UHRF1 binding = UHRF1 methylated DNA binding inhibitors, primary screen, counter-screen for MBD2 inhibitor project, biochemical, TR-FRET, human UHRF1, single concentration; E3 ubiquitin-protein ligase UHRF1 (Homo sapiens), Q96T88; UHRF1 binding to methylated oligo; inhibition, % at 4.4 µM; 370,000 compounds, 0.75% hits; AID 687016, 2013; in the data active means inhibition above about 21%;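 further: UHRF1 SRA domain binding a hemimethylated CpG hairpin DNA probe; 0% = median of test compound wells and 100% = reference inhibitor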
Tn6 DDE FP = inhibitors of Tn6 peptide binding to fibrin DD(E), primary screen, biochemical, fluorescence polarization, human fibrin, Tn6 probe. Fibrinogen beta chain (Homo sapiens), P02675. Fibrin DD(E) TRITC-Tn6 fluorescence polarization displacement. inhibition, % at 8.3 µM. 370,000 compounds, 0.21% hits. AID 720509, 2013;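 active means inhibition above a per-campaign cutoff: mean of compounds within control limits plus 3 SD, cut at about 15% in these data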;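 further: 0% = median of all compound wells on the plate and 100% = blocking peptide control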
PLC-gamma1 inh = PLC-gamma1 enzyme inhibitors, primary screen, biochemical, fluorescence, purified enzyme; inhibition, % at 12.2 µM; fluorogenic substrate; 370,000 compounds, 0.84% hits; 1-phosphatidylinositol 4,5-bisphosphate phosphodiesterase gamma-1 (Homo sapiens), P19174; AID 720700, 2013; in the data active means inhibition above about 9.5%
The depositor's hits bear a star; x = not tested or not shown; & = joins results of further samples.

1	COc1cc(-c2nnn(Cc3ccccc3C)n2)cc(OC)c1OC
2	COc1ccc(C(=O)NC(C)CCc2ccccc2)c(O)c1 (stereo unspecified)
3	CNC(=O)CSc1nnc(CCc2ccccc2)n1-c1ccccc1
4	COc1cccc(C2/C(=C(/O)c3ccccc3)C(=O)C(=O)N2Cc2ccco2)c1 (stereo unspecified)
5	Cc1cc(Oc2ccc3ccccc3c2)nc(SCC(=O)c2ccccc2)n1
6	COc1ccc(CC(=O)Nc2ccccc2C(C)=O)cc1S(=O)(=O)N1CCOCC1
7	O=C(Cc1ccc(Cl)cc1)N1CCOCC1
8	CCc1cccc(-n2c(SCC(=O)c3c(N)n(C4CC4)c(=O)[nH]c3=O)nnc2N2CCOCC2)c1
entry no.,1,2,3,4,5,6,7,8
ADAM17 inh,-2,-5,-2,5,4,-14,-4,-1
Tn6 DDE FP,-2,-6,9,0,-10,1,7,-6
UHRF1 binding,-2,2,-1,0,-2,0,0,-2
KLK7 zymogen act,-0.1,-0.3,-0.5,0.0,0.5,0.3,0.4,0.0
ASAP1 GAP inh,0,3,-10,-8,-4,-10,3,-1
MBD2 DNA inh,0,-1,-6,-3,-2,1,-2,-1
PLCb3 inh,-4,-1,1,-6,1,1,1,2
Tn7 DDE FP,5,0,6,-2,-1,-6,-2,-4
PLC-gamma1 inh,0,3,-1,4,3,-4,-2,0
ARFGAP1 inhibitor,-3,-6,-13,11,3,-8,-7,0

9	CCN(CC)S(=O)(=O)c1cccc(C(=O)Nc2ccccc2C(=O)N2CCOCC2)c1
10	CC(C)c1ccc(CC(=O)N2CCC2(C)C(=O)NS(=O)(=O)c2ccc(Cl)s2)cc1 (stereo unspecified)
11	CCOc1ccc(CNc2ccc(CNc3ncn[nH]3)cc2)cc1
12	Cc1c(CCOC(=O)C2C3CC4CC(C3)CC2C4)sc[n+]1CC(=O)c1ccc(Br)cc1 (stereo unspecified)
13	Cc1cccc(C(=O)OC(C)CN2CCCC2)c1 (stereo unspecified)
14	COc1cc(C(=C(CC(=O)O)C(=O)O)c2ccc3c(c2)OCO3)cc(OC)c1OC
15	O=C(Nc1ccccc1-c1ccccc1NC(=O)c1ccco1)c1ccco1
16	COC(=O)c1cccc(S(=O)(=O)N(Cc2ccco2)Cc2cc3cc(OC)c(OC)cc3[nH]c2=O)c1
entry no.,9,10,11,12,13,14,15,16
ADAM17 inh,-4,-4,-2,-2&-1,-2,-4,-4,-15
Tn6 DDE FP,0,0,2,2&-11,7,-3,2,-4
UHRF1 binding,0,0,-1,-4&-4,-3,2,0,-2
KLK7 zymogen act,-0.3,0.1,-0.5,0.8&0.5,0.3,0.0,-0.5,-1.3
ASAP1 GAP inh,10,-2,6,-8&4,-1,-10,4,-19
MBD2 DNA inh,1,4,-5,2&-4,-2,2,0,-6
PLCb3 inh,1,-8,-4,-1&2,4,-4,-1,-20
Tn7 DDE FP,-8,5,1,-1&8,3,-2,5,2
PLC-gamma1 inh,1,-2,-1,4&1,1,1,-1,-14
ARFGAP1 inhibitor,0,5,4,-3&10,10,2,0,-12

17	CCOc1ccc2oc(C(=O)NCc3nc4ccccc4[nH]3)c(C)c2c1
18	COc1ccc(C2=CCCCCC2)c(OC)c1OC
19	COc1ccc(-n2nc3c(c2NC(=O)C2CC2)CS(=O)C3)cc1 (stereo unspecified)
20	O=c1cc(N2CCCC2)[nH]c(=O)n1-c1ccc(Cl)cc1
21	O=C(c1ccccc1)N1N=C(c2ccccc2O)CC1c1ccccc1 (stereo unspecified)
22	CCN1C(=O)c2ccccc2S(=O)c2ccc(C(=O)NCc3ccccn3)cc21 (stereo unspecified)
23	Cc1cc(N2CCOCC2)nc2ccc(NC(=S)NCCC(C)C)cc12
24	C#CCOCCOCCOCCNc1nc(N2CCOCC2)nc(N2CCN(C(=O)[C@H](CC(N)=O)n3cc([C@@H](N)C(C)C)nn3)CC2)n1
entry no.,17,18,19,20,21,22,23,24
ADAM17 inh,-13,-1,-5,4,-2,-5,-177,-2
Tn6 DDE FP,-4,-1,-2,-4,-6,1,-1,-2
UHRF1 binding,-3,-1,0,3,-1,0,1,5
KLK7 zymogen act,-0.1,0.6,0.4,-0.3,0.9,0.3,3.4,0.4
ASAP1 GAP inh,11,-2,-5,8,14,-5,8,9
MBD2 DNA inh,-7,2,2,-5,-3,2,-3,-2
PLCb3 inh,-20,0,0,-4,-8,-1,-192,3
Tn7 DDE FP,9,3,-2,6,-4,-2,2,0
PLC-gamma1 inh,-8,-2,-2,6,-5,1,-128,0
ARFGAP1 inhibitor,-8,7,6,6,8,1,-4,-3

25	CC1(C(=O)NC2CCCCC2)CCC(=O)N1Cc1cccs1 (stereo unspecified)
26	CC1CC(C)CN(C(=O)COC(=O)Cc2c[nH]c3ccccc23)C1 (stereo unspecified)
27	COc1ccc(N2C(=O)C3CCCN3C2c2cccc(OC)c2OC)cc1 (stereo unspecified)
28	COc1ccc(CCN(Cc2ccc(C(C)C)cc2)S(=O)(=O)c2ccc(S(=O)(=O)N(C)C)cc2)cc1OC
29	Cc1cc(C(=O)NCC(=O)OCC(=O)Nc2ccc(OC(F)F)cc2)ccc1[N+](=O)[O-]
30	Cc1nn(C(C)c2n[nH]c(=S)n2-c2cccc(Cl)c2)c(C)c1[N+](=O)[O-] (stereo unspecified)
31	CCc1ccc(N2C(=O)CC(N(CC3CCCO3)C(=O)/C=C/C(=O)O)C2=O)cc1 (stereo unspecified)
32	CN(C)/C=C(/C(=O)c1ccc(Cl)cc1)S(C)(=O)=O
entry no.,25,26,27,28,29,30,31,32
ADAM17 inh,-1,-2,-1,2,0,-1,0,0
Tn6 DDE FP,3,-2,11,1,0,1,-3,-6
UHRF1 binding,2,5,0,8,0,0,-4,1
KLK7 zymogen act,-0.2,0.5,-0.4,0.7,0.2,1.1,-0.1,-0.6
ASAP1 GAP inh,5,-4,-7,-18,-2,5,-3,1
MBD2 DNA inh,-1,6,-3,3,3,-2,-3,-1
PLCb3 inh,0,-9,0,4,-2,2,-5,4
Tn7 DDE FP,3,-2,5,1,2,3,-5,-4
PLC-gamma1 inh,1,5,3,1,0,-1,2,5
ARFGAP1 inhibitor,-1,1,-8,8,7,-5,-6,-1

33	CC(C(=O)Nc1ccc(S(=O)(=O)N2CCCC2)cc1)N1CCN(C(=O)c2ccco2)CC1 (stereo unspecified)
34	CCN(CC(=O)Nc1c(F)cccc1F)C(=O)c1cccnc1Sc1ccccc1
35	CC1(C)CC(NC(=O)c2cccc(S(=O)(=O)Nc3cccc(Cl)c3)c2)CC(C)(C)N1
36	Cc1onc(-c2ccccc2)c1C(=O)NC(=S)NNC(=O)c1cccnc1
37	CC(C)=CC(=O)OCC(=O)Nc1ncc(Cl)c(C)c1Cl
38	Cc1ccc2c(Cl)cc(Cl)c(OCC(=O)NC3CCS(=O)(=O)C3)c2n1 (stereo unspecified)
39	CCN(CC)C(=O)c1ccc2c(c1)NC(=O)C(C)(C)O2
40	Cc1ccc(-n2c(SCC(=O)NN=Cc3ccc(-c4ccccc4)cc3)nnc2-c2ccccc2)cc1
entry no.,33,34,35,36,37,38,39,40
ADAM17 inh,-3,-2,1,5,8,-9,2,2
Tn6 DDE FP,-2,-3,7,-1,-2,-9,-1,4
UHRF1 binding,4,4,1,-1,5,-5,2,-1
KLK7 zymogen act,-0.8,-0.4,1.1,0.5,-0.3,0.3,-0.2,-0.2
ASAP1 GAP inh,-6,10,0,1,3,8,x,x
MBD2 DNA inh,2,3,-1,-3,1,-2,6,0
PLCb3 inh,0,1,-6,5,-17,-5,-1,1
Tn7 DDE FP,7,0,3,-3,-9,-4,4,3
PLC-gamma1 inh,4,-3,0,10*,-10,-8,0,3
ARFGAP1 inhibitor,-8,8,-10,1,-16,9,x,x

Record cards (already shown).
CCN(CC)C(=O)c1ccc2c(c1)NC(=O)C(C)(C)O2 in the list: ADAM17 inh: 2; Tn6 DDE FP: -1; UHRF1 binding: 2; KLK7 zymogen act: -0.2; ASAP1 GAP inh: x; MBD2 DNA inh: 6; PLCb3 inh: -1; Tn7 DDE FP: 4; PLC-gamma1 inh: 0; ARFGAP1 inhibitor: x
CC1(C)CC(NC(=O)c2cccc(S(=O)(=O)Nc3cccc(Cl)c3)c2)CC(C)(C)N1 in the list: ADAM17 inh: 1; Tn6 DDE FP: 7; UHRF1 binding: 1; KLK7 zymogen act: 1.1; ASAP1 GAP inh: 0; MBD2 DNA inh: -1; PLCb3 inh: -6; Tn7 DDE FP: 3; PLC-gamma1 inh: 0; ARFGAP1 inhibitor: -10
Cc1onc(-c2ccccc2)c1C(=O)NC(=S)NNC(=O)c1cccnc1 in the list: ADAM17 inh: 5; Tn6 DDE FP: -1; UHRF1 binding: -1; KLK7 zymogen act: 0.5; ASAP1 GAP inh: 1; MBD2 DNA inh: -3; PLCb3 inh: 5; Tn7 DDE FP: -3; PLC-gamma1 inh: 10*; ARFGAP1 inhibitor: 1

Bioassay records: PubChem, The Scripps Research Institute Molecular Screening Center
